Bcl-XL Bim block: human Bim-Bcl-XL interaction inhibition | Q07817 | Bim peptide-Bcl-XL binding, bead flow cytometry, fluorescence | inhibition, % at 10 µM | 190,000 compounds, 0.04% hits | AID 1007
Target sequence (Q07817 whole entry, looked up): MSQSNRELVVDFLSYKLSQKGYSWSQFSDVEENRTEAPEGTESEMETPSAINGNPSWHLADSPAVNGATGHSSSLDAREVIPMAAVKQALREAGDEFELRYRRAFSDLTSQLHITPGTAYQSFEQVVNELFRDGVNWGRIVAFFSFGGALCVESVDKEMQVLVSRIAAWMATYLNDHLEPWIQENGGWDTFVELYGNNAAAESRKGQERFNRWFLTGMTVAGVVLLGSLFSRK
Bim-Bcl-B: disrupts Bim peptide binding to human Bcl-B; AID 951; inhibition, % at 10 µM; Q9HD36; 190,000 compounds, 0.073% hits; bead-based flow cytometry;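 further: 0% = tracer peptide without compound and 100% = reference inhibitor peptide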
Target sequence (Q9HD36 whole entry, looked up): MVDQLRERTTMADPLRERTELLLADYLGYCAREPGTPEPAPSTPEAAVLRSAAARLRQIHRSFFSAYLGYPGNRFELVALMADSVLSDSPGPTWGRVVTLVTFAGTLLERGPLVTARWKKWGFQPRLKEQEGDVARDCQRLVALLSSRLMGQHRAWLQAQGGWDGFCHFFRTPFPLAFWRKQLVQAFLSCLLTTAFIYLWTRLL
Mcl-1 Bim block: disrupts Bim peptide binding to human Mcl-1; Q07820; Bead-based flow cytometry, Bim peptide-Mcl-1 binding; inhibition, % at 10 µM; 190,000 compounds, 0.1% hits; AID 1009;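 further: 0% = no compound tracer wells and 100% = peptide blocker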
ABCG2 inh: inhibitors of human ABCG2 transporter, ABCB1 counter-screen; inhibition, % at 6.6 µM; 190,000 compounds, 0.1% hits; IgMXP3 cells, JC-1 efflux, flow cytometry; Q9UNQ0;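 active means inhibition above 80%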;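 further: 0% = DMSO and 100% = nicardipine control wells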
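Times: 10 min at 25 °C | Test system: Two drug-resistant human cell lines, ABCG2 and ABCB1 | Quantity: 3 million cells/mL final, two lines in 1:1 ratio | Signal: Flow cytometry, 530 nm JC-1 signal | Dosing: Compound at 6.6 µM | Controls: Nicardipine and DMSO wells | Reagent: JC-1 as fluorescent efflux pump substrate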
RGS4-Gao reg: modulates binding of RGS4 to human Galphao; P09471; AID 1415; Multiplexed bead flow cytometry; actives lie on both sides; binding response (% of control), % at 10 µM; 220,000 compounds, 0.33% hits; in the data active means binding response below about 49% or above about 150%; inactive means in between;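 further: fluorescent Galphao activated with aluminum fluoride binding bead-coupled RGS4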
Target sequence (P09471 whole entry, looked up): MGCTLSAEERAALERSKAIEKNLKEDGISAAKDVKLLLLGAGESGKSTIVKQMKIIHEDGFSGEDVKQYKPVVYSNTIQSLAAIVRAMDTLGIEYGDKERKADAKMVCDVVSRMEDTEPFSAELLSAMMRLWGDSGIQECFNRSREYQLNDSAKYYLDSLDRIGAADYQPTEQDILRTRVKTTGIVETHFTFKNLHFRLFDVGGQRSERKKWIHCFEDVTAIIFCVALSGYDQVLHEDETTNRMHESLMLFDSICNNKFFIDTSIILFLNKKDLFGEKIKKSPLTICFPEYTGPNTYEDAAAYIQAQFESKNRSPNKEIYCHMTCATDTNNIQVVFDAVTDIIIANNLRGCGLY
Bim-Bfl-1: inhibitors of Bim-Bfl-1 interaction, human. 190,000 compounds, 0.12% hits. AID 1008. Bead-based flow cytometry, Bim-Bfl-1 binding inhibition. inhibition, % at 10 µM;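 further: 0% = wells without compound plus tracer and 100% = blocker peptide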
RGS7-Gao: modulates binding of RGS7 to human Galphao | Multiplexed bead flow cytometry; actives lie on both sides | binding response (% of control), % at 10 µM | 220,000 compounds, 0.35% hits | AID 1439; in the data active means binding response below about 49% or above about 150%; inconclusive means no clear call, values can overlap the other calls; inactive means in between;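 further: fluorescent Galphao held in activated GDP-AlF4 state binding bead-coupled RGS7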
RGS8-Gao reg: regulators of human RGS8-Galphao interaction. P09471. multiplexed bead flow cytometry, RGS8-Galphao binding; actives lie on both sides. response (percent of control binding), % at 10 µM. 220,000 compounds, 0.34% hits. AID 1423; in the data active means response below about 60% or above about 140%; inactive means in between;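 further: Galphao activated as the GDP aluminium fluoride complex binding bead-coupled RGS8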
Bcl-W Bim block: inhibitors of Bim-Bcl-W interaction, human; Q92843; bead-based flow cytometry, Bim peptide-Bcl-W binding; inhibition, % at 10 µM; 190,000 compounds, 0.02% hits; AID 952;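 further: 0% = bound tracer without compound and 100% = peptide blocker; higher means less fluorescent Bim peptide bound to Bcl-W beads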
Target sequence (Q92843 whole entry, looked up): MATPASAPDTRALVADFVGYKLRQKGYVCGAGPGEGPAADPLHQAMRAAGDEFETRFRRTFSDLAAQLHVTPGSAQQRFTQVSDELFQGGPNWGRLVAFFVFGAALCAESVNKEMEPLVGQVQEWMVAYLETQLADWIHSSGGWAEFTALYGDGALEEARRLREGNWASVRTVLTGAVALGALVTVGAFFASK
ABCB1 block: inhibitors of human ABCB1 transporter, ABCG2 counter-screen; inhibition, % at 6.6 µM; CCRF-Adr cells, JC-1 efflux, flow cytometry; 190,000 compounds, 0.067% hits; P08183; AID 1326; in the data active means inhibition above about 40%;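 further: 0% = vehicle and 100% = reference inhibitor; higher value means more JC-1 retained so stronger ABCB1 efflux block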
Bim-Bcl-2: human Bim-Bcl-2 interaction inhibition | Bead-based flow cytometry, Bim peptide-Bcl-2 binding | 190,000 compounds, 0.06% hits | AID 950 | inhibition, % at 10 µM; in the data active means inhibition above about 40%; inconclusive means no clear call, values can overlap the other calls;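 further: 0% = no compound wells with probe peptide and 100% = reference peptide inhibitor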
* marks the source's active call; other numbers are inactive results; ? = inconclusive. Unless noted, no stated cut-off is given here; in the data, active means inhibition above about 40%. This is a random part of the collection (roughly 0.94% active in at least one column).

SMILES | Bcl-XL Bim block | Bim-Bcl-B | Mcl-1 Bim block | ABCG2 inh | RGS4-Gao reg | Bim-Bfl-1 | RGS7-Gao | RGS8-Gao reg | Bcl-W Bim block | ABCB1 block | Bim-Bcl-2
Fc1ccc(OCc2nn3cnnc3s2)cc1 | -4 | -8 | -3 | 2 | 101 | -4 | 103 | 101 | 2 | 0.1 | -5
Cc1cc(C)nc(N2N=C(c3ccccc3)CC2=O)n1 | 0 | 0 | 1 | 0 | 104 | -1 | 104 | 103 | 0 | -0.1 | 3
CN1C(=O)c2ccc(C(=O)NCc3ccc4c(c3)OCO4)cc2C1=O | -7 | -4 | -2 | 30 | 103 | -2 | 104 | 103 | -4 | 3.5 | -1
COc1ccc(C(=O)Nc2ccc3[nH]c(-c4cccc(OC)c4)cc(=O)c3c2)cc1 | -2 | -3 | -2 | 2 | 93 | 1 | 95 | 99 | -2 | 0.2 | 0
COc1ccc(Nc2c(C)cccc2C)cc1 | -2 | -2 | 0 | 1 | 97 | 4 | 99 | 95 | 2 | 0.0 | 10
O=C(O)CN1C(=O)Nc2ccc(Br)cc2C1c1ccccc1 (stereo unspecified) | -4 | -2 | 4 | 1 | 89 | 1 | 98 | 97 | 1 | 0.2 | 2
CC(/C=C/c1ccccc1)=N\NC(N)=S | -7 | -9 | -4 | 26 | 102 | -15 | 102 | 98 | -2 | -0.4 | -6
COC(=O)COC(=O)c1ccc(O)cc1 | -7 | -10 | -5 | 2 | 103 | -9 | 102 | 105 | 0 | 0.4 | -11
CN(CCC#N)C(=O)COC(=O)c1cccnc1Nc1ccccc1F | -2 | -2 | 0 | 1 | 104 | -7 | 105 | 107 | -1 | 0.6 | -2
CC1(C(=O)NCc2ccccn2)C=CCN1C(=O)c1ccccc1 (stereo unspecified) | -3 | -2 | -1 | 2 | 98 | -1 | 98 | 102 | -2 | -0.6 | -3
Cc1ccc2c(n1)sc1c(-c3ccccc3)c(C#N)c(N)nc12 | 0 | -14 | 0 | 6 | 104 | 2 | 102 | 102 | -1 | 1.1 | 3
CCn1c(=O)cc(SCC(=O)Nc2ccc(C)cn2)c2ccccc21 | -2 | -5 | 1 | 2 | 104 | 0 | 101 | 99 | 1 | 2.3 | -2
CC(C)c1nn2c(=O)cc(O)nc2s1 | -8 | -8 | -2 | 0 | 103 | -12 | 98 | 99 | -1 | 0.0 | -6
Cc1ccc(NC(=O)NNC(=O)Cn2nc(-c3ccccc3)c(-c3ccccc3)c(C#N)c2=O)cc1 | 0 | -2 | 0 | 0 | 75 | -4 | 87 | 99 | -1 | -0.2 | 0
Nc1nnc(-c2ccccc2Cl)s1 | -1 | -8 | 0 | 7 | 103 | 0 | 101 | 101 | 3 | 0.7 | 0
Cc1cc(C)nc(N2CCC(C(=O)NCc3ccco3)CC2)n1 | -2 | 0 | 0 | 1 | 97 | -1 | 100 | 101 | 0 | 1.0 | -3
O=C(NCCCN1CCOCC1)C(=O)NCc1ccccc1 | -5 | -6 | 5 | 0 | 105 | 1 | 108 | 117 | -2 | -0.1 | 0
Cc1cc(C)cc(NC(=S)N2CCN(CCO)CC2)c1 | -1 | -2 | 0 | 0 | 99 | 1 | 101 | 104 | 0 | -0.2 | -1
O=C1CC(C2CCCO2)C(=O)N1c1ccccc1 (stereo unspecified) | -9 | -7 | -5 | 3 | 101 | -3 | 103 | 102 | -5 | 0.8 | -8
Cc1ccc(NC(=S)N(CCCN2CCOCC2)Cc2ccco2)cc1Cl | -4 | -17 | -5 | 3 | 102 | 1 | 103 | 106 | 1 | 1.3 | -1
CCC(=O)NNc1ncnc2ccccc12 | -7 | -5 | -6 | 1 | 101 | -1 | 101 | 102 | -7 | -0.2 | -5
CC1CCCN(c2nc3c(c(=O)[nH]c(=O)n3C)n2CCSc2ncccn2)C1 (stereo unspecified) | -4 | -3 | -4 | 4 | 101 | -6 | 100 | 101 | -3 | 0.7 | -7
COc1ccc(C2C(C#N)=C(N)OC3=C2C(=O)CC(C)(C)C3)cc1Cn1nc(C)c([N+](=O)[O-])c1C (stereo unspecified) | -5 | -4 | 6 | 10 | 96 | 0 | 95 | 95 | 4 | 2.3 | -2
CC(=O)c1ccc(OCC(C)C)c(Cc2c(O)nc(N)[nH]c2=O)c1 | -3 | -3 | -4 | -11 | 104 | -2 | 100 | 101 | 0 | -0.6 | -2
CCOC(=O)c1cnc2sccn2c1=O | -3 | 0 | -1 | 5 | 101 | 0 | 100 | 103 | -1 | 0.5 | 2
(listing goes on)
SMILES | Bcl-XL Bim block | Bim-Bcl-B | Mcl-1 Bim block | ABCG2 inh | RGS4-Gao reg | Bim-Bfl-1 | RGS7-Gao | RGS8-Gao reg | Bcl-W Bim block | ABCB1 block | Bim-Bcl-2
COc1ccc(-c2nnc(NC(=O)c3ccc(S(=O)(=O)N4CCc5ccccc5C4)cc3)o2)cc1 | -5 | -3 | -4 | -2 | 98 | 0 | 99 | 98 | 1 | -0.5 | 0
CCOC(=O)C1CCCN(C(=O)Nc2cccc(Cl)c2)C1 (stereo unspecified) | 0 | -11 | -1 | 8 | 103 | -13 | 102 | 100 | -3 | 0.6 | -10
N#Cc1ncc(-c2ccc3c(c2)OCCOCCOCCOCCO3)nc1C#N | 0 | -1 | 0 | 17 | 102 | 16 | 101 | 99 | 0 | 1.8 | 0
Cc1cc(S(=O)(=O)NCCCN2CCOCC2)ccc1F | -5 | 0 | -1 | -2 | 101 | 0 | 101 | 102 | -2 | 0.1 | -1
CN(Cc1ccccc1)C(=O)Nc1ccccc1 | -1 | -4 | -2 | 4 | 91 | -2 | 94 | 88 | 1 | 0.5 | -6
CC(C)Oc1ccc(C(=O)NC2CCCCC2)cc1 | -5 | -10 | -4 | 8 | 102 | -14 | 99 | 101 | -2 | 0.2 | -12
CC(=O)N1CCC(=NNS(=O)(=O)c2cccc([N+](=O)[O-])c2)CC1 | 0 | -33 | -104 | -1 | 99 | -10 | 102 | 101 | 3 | -0.6 | -14
Cc1ccc(C(C(=O)NC2CCCCC2)N(CC2CCCO2)C(=O)CNC(=O)c2cccs2)cc1 (stereo unspecified) | -2 | -3 | -1 | 1 | 98 | -2 | 97 | 102 | -3 | 0.6 | -3
CCOC(=O)N1CCN(C(=O)/C(=C/c2ccc(OC)cc2)NC(=O)c2ccccc2)CC1 | -10 | -7 | -3 | 0 | 102 | -18 | 100 | 103 | 0 | -1.2 | -8
CCCCn1c(SCc2ccc(Cl)cc2)nc2c1c(=O)[nH]c(=O)n2C | -3 | 0 | 0 | 11 | 103 | -6 | 103 | 103 | 4 | 3.2 | -6
CCOc1nc(NCCN2CCOCC2)nc(Nc2ccc(C)cc2)n1 | 0 | 0 | 0 | 6 | 87 | 0 | 88 | 111 | -2 | 0.5 | 1
Nc1cc(N)cc(-c2nc3ccccc3[nH]2)c1 | 5 | 5 | 1 | -2 | 91 | 1 | 89 | 100 | 4 | -0.5 | 0
Cc1ccc(C(=O)NCC(=O)OCC(=O)Nc2ncc(C(F)(F)F)cc2Cl)cc1 | -8 | -8 | -4 | -1 | 101 | -4 | 105 | 102 | -4 | -0.2 | -5
CN(C)c1ccc(NC(=O)CN2C(=O)CC(c3ccccc3)=Nc3ccccc32)cc1 | 0 | 0 | -1 | 0 | 106 | 0 | 98 | 102 | -1 | 0.3 | 0
Cc1ccc(C(=O)NCCNc2ccc(Cl)cc2[N+](=O)[O-])o1 | -5 | -4 | -4 | 5 | 94 | -1 | 93 | 98 | -2 | 0.5 | -6
COC(=O)c1ccc(C(=O)OC)c(NC(=S)N2CCC(N3CCCCC3)CC2)c1 | -6 | -10 | -3 | 3 | 97 | -4 | ? | 97 | -6 | 0.9 | -7
CSC(=Nc1ccccc1)C1=C(O)COC1=O | -3 | -4 | -3 | -3 | 99 | -5 | 101 | 98 | -4 | -0.1 | -4
COc1ccc(C)cc1NC(=O)CN(c1ccc(F)cc1)S(C)(=O)=O | 2 | 0 | -3 | 2 | 102 | 4 | 100 | 95 | 1 | 0.8 | -2
COC(=O)c1ccc(C2CC(=O)Nc3cc(OC)c(OC)cc32)cc1 (stereo unspecified) | 1 | -4 | 2 | 15 | 102 | -2 | 98 | 101 | 7 | 1.8 | -8
CCOC(=O)c1c(C)c(C(=O)NCc2cccnc2)c(C)n1C | 0 | -2 | 0 | -1 | 103 | 1 | 102 | 100 | 1 | -0.1 | -1
CC(=O)NS(=O)(=O)c1ccc(NC(=O)/C=C/c2ccco2)cc1 | 0 | -4 | 0 | -1 | 100 | 0 | 94 | 100 | 1 | -0.3 | -2
Cc1noc(NS(=O)(=O)c2ccc(NC(=O)c3ccc(N4C(=O)c5ccccc5C4=O)cc3)cc2)c1C | -1 | -7 | 0 | 1 | 100 | -8 | 99 | 101 | -6 | -0.2 | -6
O=C(NCCO)c1cc([N+](=O)[O-])cc2c1C=Cc1ccccc1O2 | 0 | -8 | 1 | 5 | 100 | -5 | 101 | 101 | 0 | 1.0 | -2
O=C(NC1CCCCCC1)C(=S)N1CCCC1 | -5 | -1 | -3 | 0 | 94 | -8 | 95 | 101 | 0 | 0.1 | -7
CCCc1cc2c(=O)c(-c3ccc4c(c3)OCCO4)coc2cc1OC(=O)c1ccco1 | -1 | -3 | -3 | 4 | 100 | -1 | 99 | 100 | -4 | 1.2 | -3

Three structures from above, sorted by heavy-atom count, largest number first:
SMILES | Bcl-XL Bim block | Bim-Bcl-B | Mcl-1 Bim block | ABCG2 inh | RGS4-Gao reg | Bim-Bfl-1 | RGS7-Gao | RGS8-Gao reg | Bcl-W Bim block | ABCB1 block | Bim-Bcl-2
Cc1ccc(C(=O)NCC(=O)OCC(=O)Nc2ncc(C(F)(F)F)cc2Cl)cc1 | -8 | -8 | -4 | -1 | 101 | -4 | 105 | 102 | -4 | -0.2 | -5
COC(=O)c1ccc(C2CC(=O)Nc3cc(OC)c(OC)cc32)cc1 (stereo unspecified) | 1 | -4 | 2 | 15 | 102 | -2 | 98 | 101 | 7 | 1.8 | -8
O=C(NC1CCCCCC1)C(=S)N1CCCC1 | -5 | -1 | -3 | 0 | 94 | -8 | 95 | 101 | 0 | 0.1 | -7

(further entries)
SMILES | Bcl-XL Bim block | Bim-Bcl-B | Mcl-1 Bim block | ABCG2 inh | RGS4-Gao reg | Bim-Bfl-1 | RGS7-Gao | RGS8-Gao reg | Bcl-W Bim block | ABCB1 block | Bim-Bcl-2
Oc1ccccc1/C=N/Nc1cccc2cccnc12 | 0 | 0 | -1 | 2 | 99 | 3 | 97 | 98 | 0 | 0.5 | 0
CCC(C)NC(=O)CS(=O)Cc1nc(-c2cccc(C)c2)oc1C (stereo unspecified) | -5 | -2 | 2 | 2 | 98 | -9 | 102 | 96 | 0 | 0.7 | -2
CCN(CC(=O)Nc1ccc(NC(C)=O)cc1)C(=O)c1n[nH]c(=O)c2ccccc12 | 0 | -3 | 0 | -1 | 99 | 0 | ? | 101 | 0 | -0.3 | 0
CCOC(=O)C(Sc1n[nH]c(N)n1)c1ccccc1 (stereo unspecified) | 0 | -3 | -1 | 2 | 102 | -1 | 103 | 102 | 0 | 0.6 | -2
Nc1ccc(N2CCN(CCCCN3C(=O)C4CCCN4C3=O)CC2)cc1 (stereo unspecified) | 24 | 63* | 0 | -1 | 97 | 8 | 100 | 100 | 25 | 0.0 | 12
O=C(O)c1ccccc1NCN1C(=O)C2CC=C(Cl)CC2C1=O (stereo unspecified) | 0 | 1 | 0 | 3 | 105 | 0 | 103 | 99 | 1 | 0.8 | 2

Source: PubChem BioAssay (NMMLSC)
